MEX-5 binding: C. elegans MEX-5 TCR-2 RNA binding activity | AID 1832 | Q9XUB2 | MEX-5/FITC-TCR2 RNA binding, fluorescence polarization; active compounds read low | 300,000 compounds, 0.38% hits | activity score (negative = inhibition of binding), % at 10 µM;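 active means inhibition past about -25% in most replicates, and total fluorescence under double the plate's negative control median, limit read from the data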;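 further: 0% = DMSO and -100% = 5 µM competing unlabeled TCR2 RNA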
Efflux pump inh: antifungal efflux pump inhibition, Nile Red retention | 330,000 compounds, 0.44% hits | AID 485275 | S. cerevisiae Candida pump triplex | inhibition, % at 10 µM;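 active means plate passing quality check with inhibition over a set limit, or well fluorescence over plate mean plus 4 SD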;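 further: Nile Red retained in pooled yeast measured as flow cytometry median fluorescence; 0% = buffer negative control and 100% = Enniatin B positive control; higher means more Nile Red kept so more efflux inhibition; some compounds called inactive have numbers as strong as hits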
GLD-1 RNA inh: GLD-1-TGE RNA interaction inhibition (C. elegans) | purified GLD-1 + fluorescein TGE RNA, fluorescence polarization | inhibition, % at 5.96 µM | 320,000 compounds, 0.44% hits | AID 2280;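 active means percent inhibition above a per-plate cutoff, the plate mean of test compounds plus 3 SD, cut at about 30% in these data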;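 further: 0% = DMSO wells with GLD-1 and probe and 100% = wells lacking GLD-1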
GRK2 aptamer HTS: human GRK2 inhibition via aptamer displacement; AID 488847; 330,000 compounds, 0.59% hits; P25098; bead flow cytometry, FAM-aptamer displacement from GRK2; inhibition of aptamer binding, % at 10 µM;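 active means inhibition of aptamer binding above 40%, roughly 3 SD of noise, on plates passing a quality check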;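 further: median bead fluorescence of bound FAM aptamer so fluorescent compounds give negative values; no value below 0 was filed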
MCL1 BIM primary: inhibitors of human MCL1 binding to BIM-BH3 peptide | Q07820 | GST-MCL1 / FITC-Bim-BH3 fluorescence polarization | inhibition, % at 10.9 µM | 320,000 compounds, 0.68% hits | AID 2057;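 active means inhibition above the mean inhibition of all tested compounds plus 3 SD, set per campaign, cut at about 40% in these data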;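 further: 0% = DMSO wells and 100% = unlabeled Bim-BH3 peptide control; higher means more loss of mP so more displacement of Bim peptide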
Target sequence (Q07820 whole entry, looked up): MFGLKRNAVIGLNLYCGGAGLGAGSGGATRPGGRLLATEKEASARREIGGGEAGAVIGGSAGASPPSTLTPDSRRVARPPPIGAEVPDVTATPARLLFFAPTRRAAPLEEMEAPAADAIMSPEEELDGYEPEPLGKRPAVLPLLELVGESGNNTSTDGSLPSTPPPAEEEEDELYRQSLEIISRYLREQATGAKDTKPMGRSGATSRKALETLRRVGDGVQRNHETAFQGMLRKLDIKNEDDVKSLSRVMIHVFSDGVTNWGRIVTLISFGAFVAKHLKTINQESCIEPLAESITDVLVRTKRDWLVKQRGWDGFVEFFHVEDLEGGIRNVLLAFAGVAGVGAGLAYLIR
Fam108B inh: blocks mouse Fam108B hydrolase in RBBP9 counter-screen; 300,000 compounds, 0.33% hits; inhibition, % at 9.51 µM; recombinant Fam108B, FP-Rh probe fluorescence polarization;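 active means inhibition above the screen mean inhibition plus 3 SD, computed separately per campaign, cut at about 18% in these data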;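 further: inhibitors lower polarization as less probe binds the enzyme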
PME-1 inh: PME-1 (human) inhibition; Q9Y570; recombinant PME-1, FP-Rh probe fluorescence polarization; inhibition, % at 5.9 µM; 320,000 compounds, 0.53% hits; AID 2130;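 active means inhibition above the campaign mean of all compounds plus 3 SD, cut at about 26% in these data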;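 further: competitive labeling of PME-1 active site by serine hydrolase directed probe; 0% = PME-1 with DMSO and 100% = wells lacking PME-1 enzyme; inhibitors block probe labeling so polarization falls and inhibition rises; many of its hits are not listed in these tables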
Target sequence (Q9Y570 whole entry, looked up): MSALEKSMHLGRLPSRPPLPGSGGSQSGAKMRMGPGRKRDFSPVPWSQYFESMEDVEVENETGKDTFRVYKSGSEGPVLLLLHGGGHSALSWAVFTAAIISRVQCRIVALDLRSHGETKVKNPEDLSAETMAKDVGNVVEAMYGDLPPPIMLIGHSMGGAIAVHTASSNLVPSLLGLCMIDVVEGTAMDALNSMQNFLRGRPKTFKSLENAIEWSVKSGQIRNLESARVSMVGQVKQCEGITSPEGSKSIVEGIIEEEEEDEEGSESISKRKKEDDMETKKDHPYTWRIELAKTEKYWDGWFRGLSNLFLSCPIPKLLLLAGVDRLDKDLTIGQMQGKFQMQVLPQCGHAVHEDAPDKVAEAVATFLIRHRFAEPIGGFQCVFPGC
VLA-4 inh: inhibition in a human VLA-4 binding assay. P13612. VLA-4 expressing cells, ligand binding flow cytometry. inhibition, % (about 7 µM as worked out from the volumes in the protocol). 330,000 compounds, 0.2% hits. AID 2557; in the data active means inhibition above about 50%
BCLXL inh: inhibitors of human Bcl-xL | 320,000 compounds, 0.7% hits | AID 2129 | GST-Bcl-xL / FITC-Bim BH3 peptide fluorescence polarization | inhibition, % at 10.9 µM;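 active means inhibition above the mean of all tested compounds plus 3 SD, cutoff set per campaign, cut at about 30% in these data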;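 further: 0% = DMSO wells and 100% = unlabeled Bim-BH3 peptide competitor; inhibitors lower millipolarization by displacing the labeled peptide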
An asterisk follows results filed as active; / = no result given.

SMILES	MEX-5 binding	Efflux pump inh	GLD-1 RNA inh	GRK2 aptamer HTS	MCL1 BIM primary	Fam108B inh	PME-1 inh	VLA-4 inh	BCLXL inh
COc1ccc(-n2nc(C(=O)Nc3nc4ccc(OC)cc4s3)c3ccccc3c2=O)cc1	-0.2	0.0	-5	0	-4	2	6	22	-3
COc1ccc(-c2cc(=O)oc3cc(OCC(=O)Nc4ccc(CCO)cc4)ccc23)cc1	1.9	0.0	10	0	-6	-4	-3	22	5
O=C(Cn1nc(Cc2cccnc2)c2ccccc2c1=O)Nc1ccccc1F	3.5	0.2	6	0	8	-1	-5	-7	5
N#CC1=C(N)C(C#N)(C#N)C2(C(=O)Nc3ccccc32)C2CCCC=C12 (stereo unspecified)	1.0	0.0	14	3	1	-1	6	6	7
O=C(NC1(C(F)(F)F)C(=O)Nc2c1c(=O)[nH]c(=O)n2Cc1ccccc1)c1ccc(Cl)cc1Cl (stereo unspecified)	-0.8	0.2	-12	2	-1	5	0	5	-9
CC[C@@]12C(=O)N(c3cccc(F)c3)C(=O)N1[C@H](c1ccc(Br)cc1)[C@@H]1C(=O)N(C(C)(C)C)C(=O)[C@@H]12	-1.1	0.0	1	2	5	7	4	-5	3
CCOC(=O)c1sc(/N=C/N(C)C)nc1C	1.9	-0.1	-3	2	-4	1	2	-7	0
CCOC(=O)CC1C(=O)NCCN1S(=O)(=O)c1ccc(Br)cc1 (stereo unspecified)	0.1	0.0	3	0	0	-1	-4	9	1
O=C(Cc1ccc([N+](=O)[O-])cc1)NC1CCCCCC1	-0.5	0.1	-1	1	-6	1	-15	8	3
CCOC(=O)c1sc(NC(=O)COC(=O)c2ccco2)nc1C	1.8	0.0	-7	1	-5	2	0	17	1
CCOc1ccc(NC(=O)NNC(=O)c2cccnc2)cc1	0.6	-0.1	-7	0	8	5	6	-1	4
O=P(C1=C(N2CCOCC2)/C(=C\c2ccccc2)CC1)(N1CCOCC1)N1CCOCC1	-0.2	0.1	4	1	-1	4	0	3	5
Cc1onc(-c2c(Cl)cccc2Cl)c1-c1nnc(-c2ccc(Cl)cc2)o1	-0.7	0.1	-1	3	-1	0	-5	0	3
CSc1ncccc1C(=O)OCc1ccccc1F	-1.4	-0.1	5	0	5	6	-3	2	7
Cc1[nH]nc(-c2ccc(O)cc2O)c1Oc1ccccc1	-0.8	0.2	10	0	0	3	8	15	4
Cc1cccc(NC(=O)Cn2cnc3c(oc4ccccc43)c2=O)c1C	2.1	-0.1	1	0	9	-2	1	2	2
Brc1ccc(OCc2nc(-c3ccccn3)n[nH]2)cc1	-1.3	-0.2	6	2	13	1	-3	-4	6
CN(CCOCCOc1ccc(Cl)cc1Br)Cc1ccccc1	-1.1	-0.1	6	0	1	-2	-2	16	-1
COc1ccc(Cl)cc1NC(=O)CN(C)C(=O)c1cc2c(F)cccc2s1	/	-0.1	3	0	-7	/	5	1	-6
CN(c1ccccc1)S(=O)(=O)c1ccc(Cl)c(C(=O)NCc2ccco2)c1	/	0.0	4	0	/	/	/	-10	/
Cc1noc(C)c1C(c1ccccc1)S(=O)(=O)c1ccccc1 (stereo unspecified)	0.4	-0.1	6	1	2	-1	-4	26	3
O=c1[nH]cnc2c1oc1ccccc12	0.0	0.1	2	0	-15	1	-1	21	-7
COC(=O)c1ccc(NC(=O)CN2CCN(S(=O)(=O)c3cc(Cl)ccc3OC)CC2)cc1	3.3	0.7	-6	0	5	-6	2	3	0
N/C(Cc1cccc2ccccc12)=N\OC(=O)COc1ccccc1	-1.1	0.2	0	0	8	2	1	-17	8
COc1ccc(NC(=O)N2CCCCCC2)cc1	0.6	0.0	4	0	-4	1	-6	6	-2
Cc1ccnc(NC(=O)c2ccccc2NC(=O)C(C)(C)C)c1	-4.6	0.1	4	0	-2	1	-5	2	2
Cc1sc2nc(C3CC3)nc(N3CCN(S(=O)(=O)c4ccc(F)cc4)CC3)c2c1C	-2.1	0.5	0	1	0	-5	-11	-13	-2
Cn1c(=O)c2c(nc(N3CCOCC3)n2C)n(C)c1=O	-0.3	0.0	-3	0	2	1	-3	-7	-4
Cc1ccc(NS(=O)(=O)c2ccc3c(c2)NC(=O)CCS3)cc1F	-2.6	0.1	-4	1	-7	-6	12	-4	1
CCCn1c(OC)nc2c1c(=O)n(C)c(=O)n2C	/	-0.1	5	2	4	0	2	40	0
CCOC(=O)[C@H]1[C@H]2COc3cc(OC)ccc3[C@@H]2N2C(=O)c3cc(F)ccc3NC(=O)[C@@]12C	/	-0.1	-4	0	3	-4	-7	2	2
O=C(O)c1ccc(C(=O)O)c(C(=O)c2ccccc2)c1	-0.4	-0.3	5	1	1	-1	-4	-2	2
CCCCC(=O)Nc1cccc(NC(=O)c2cccc([N+](=O)[O-])c2)c1	0.2	-0.1	4	0	12	-1	3	0	8
CCCCNC(=O)c1cnc2n(c1=O)CCS2	2.0	-0.1	9	1	-6	2	-1	7	2
COc1ccc(CCN(C)C(=O)c2cc(=O)c3ccccc3o2)cc1OC	-0.1	0.0	-5	0	2	1	-9	7	5
Nc1cccc(Oc2ccc([N+](=O)[O-])cc2)c1	-0.4	0.0	7	2	0	-7	-5	10	4
COCCCNC(=O)c1c(N)n(-c2ccc3c(c2)OCO3)c2nc3ccccc3nc12	-0.2	0.3	49*	0	58*	0	3	-12	48*
O=C(c1cn[nH]c1)c1cc(F)ccc1O	0.8	0.0	11	1	3	-4	2	-13	8
CC(C)(C)c1cc(NC(=O)c2ccco2)n(-c2ccccc2)n1	-0.1	0.1	-2	2	-7	1	-2	12	4
Cc1cccc(C)c1OCc1cc(C(=O)NCc2cn(C)nc2C)no1	-0.1	-0.1	0	0	-4	-1	4	17	-3
CCCc1[nH]c2ccc(C#N)cc2c1CCC	-0.1	-0.1	0	3	-1	0	17	29	-3
Cc1ccc(CCNC(=O)c2nn(C)c3c2CS(=O)(=O)c2ccccc2-3)cc1	0.1	-0.3	4	1	6	-2	-3	-9	3
Cn1c(SCC(=O)Nc2cc([N+](=O)[O-])ccc2F)nnc1C(F)(F)F	1.4	0.2	1	0	-4	1	-3	3	3
Cc1cc(C(=O)CCC(=O)N2CCN(S(=O)(=O)c3ccccc3)CC2)c(C)s1	0.9	-0.1	-4	2	7	-2	6	0	4
COc1ccc(NC(=O)CSc2nncn2C)cc1	-2.0	1.8	2	0	1	-7	-4	17	3
O=C(Cc1ccc(Cl)cc1)Nc1ccc(NC(=O)c2cccs2)cc1	-2.4	0.1	3	0	6	2	0	7	1
COc1ccc(OC(C)C(=O)N2CCC(C)CC2)cc1 (stereo unspecified)	0.3	0.0	9	1	4	-4	-2	-1	5
COc1ccc(OC)c(-n2c(Cn3c(-c4ccccn4)nc4ccccc43)n[nH]c2=S)c1	0.1	-0.4	-5	5	-12	-1	-4	-6	-6

Another view of some results above:
SMILES | MEX-5 binding | Efflux pump inh | GLD-1 RNA inh | GRK2 aptamer HTS | MCL1 BIM primary | Fam108B inh | PME-1 inh | VLA-4 inh | BCLXL inh
CCCCNC(=O)c1cnc2n(c1=O)CCS2 | 2.0 | -0.1 | 9 | 1 | -6 | 2 | -1 | 7 | 2
COc1ccc(CCN(C)C(=O)c2cc(=O)c3ccccc3o2)cc1OC | -0.1 | 0.0 | -5 | 0 | 2 | 1 | -9 | 7 | 5
Nc1cccc(Oc2ccc([N+](=O)[O-])cc2)c1 | -0.4 | 0.0 | 7 | 2 | 0 | -7 | -5 | 10 | 4
COCCCNC(=O)c1c(N)n(-c2ccc3c(c2)OCO3)c2nc3ccccc3nc12 | -0.2 | 0.3 | 49* | 0 | 58* | 0 | 3 | -12 | 48*
O=C(c1cn[nH]c1)c1cc(F)ccc1O | 0.8 | 0.0 | 11 | 1 | 3 | -4 | 2 | -13 | 8
CC(C)(C)c1cc(NC(=O)c2ccco2)n(-c2ccccc2)n1 | -0.1 | 0.1 | -2 | 2 | -7 | 1 | -2 | 12 | 4
Cc1cccc(C)c1OCc1cc(C(=O)NCc2cn(C)nc2C)no1 | -0.1 | -0.1 | 0 | 0 | -4 | -1 | 4 | 17 | -3
CCCc1[nH]c2ccc(C#N)cc2c1CCC | -0.1 | -0.1 | 0 | 3 | -1 | 0 | 17 | 29 | -3
Cc1ccc(CCNC(=O)c2nn(C)c3c2CS(=O)(=O)c2ccccc2-3)cc1 | 0.1 | -0.3 | 4 | 1 | 6 | -2 | -3 | -9 | 3
Cn1c(SCC(=O)Nc2cc([N+](=O)[O-])ccc2F)nnc1C(F)(F)F | 1.4 | 0.2 | 1 | 0 | -4 | 1 | -3 | 3 | 3
Cc1cc(C(=O)CCC(=O)N2CCN(S(=O)(=O)c3ccccc3)CC2)c(C)s1 | 0.9 | -0.1 | -4 | 2 | 7 | -2 | 6 | 0 | 4
COc1ccc(NC(=O)CSc2nncn2C)cc1 | -2.0 | 1.8 | 2 | 0 | 1 | -7 | -4 | 17 | 3
O=C(Cc1ccc(Cl)cc1)Nc1ccc(NC(=O)c2cccs2)cc1 | -2.4 | 0.1 | 3 | 0 | 6 | 2 | 0 | 7 | 1
COc1ccc(OC(C)C(=O)N2CCC(C)CC2)cc1 (stereo unspecified) | 0.3 | 0.0 | 9 | 1 | 4 | -4 | -2 | -1 | 5
COc1ccc(OC)c(-n2c(Cn3c(-c4ccccn4)nc4ccccc43)n[nH]c2=S)c1 | 0.1 | -0.4 | -5 | 5 | -12 | -1 | -4 | -6 | -6

High-throughput results: PubChem, several laboratories

Some of the compounds tested, so the mix of outcomes need not match the whole.
